From PubChem BioAssay
proKLK7 act – proKLK7 (human) activation, primary screen. P49862. purified proKLK7, EDANS-DABCYL substrate fluorescence; 100% is mature enzyme control, 0% vehicle. 0.9% of 370,000 active. activation, % at 7 µM;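 active means activation above the mean of all tested compounds plus 3 SD, computed per campaign excluding outliers beyond control limits, cut at about 13% in these data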
FXN GAA850 act – frataxin GAA850 promoter activation | HEK293 lucGAA850 FXN promoter luciferase reporter, 24 h; percent of 10 µM SAHA response | AID 540364 | activation, % at 6 µM | 0.56% of 360,000 active;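 active means activation above the average of all compounds screened plus 3 SD, cutoff fixed separately per campaign, cut at about 7.5% in these data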;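 further: 0% = DMSO wells and 100% = 10 µM SAHA wells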
sPLA2-III inh – Blocks human group III sPLA2 activity. QFRET BODIPY PC-A2 liposome hydrolysis, fluorescence. inhibition, % at 12.2 µM. 0.56% of 370,000 active. AID 743126;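 active means inhibition above mean plus 3 SD of compounds lying within the high and low control bounds, cut at about 19% in these data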;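 further: 0% = median of test compound wells and 100% = no enzyme DMSO wells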
hcDAF12 agonist – activates DAF-12 receptor from parasite H. contortus | HEK293 hcDAF-12 lit1-tk-luc reporter, luminescence; 0% DMSO, 100% Δ7-dafachronic acid | activation, % at 6.8 µM | 1.4% of 370,000 active;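 active means activation above the mean of all tested compounds plus 3 SD, cut at about 5.5% in these data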;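 further: 100% = response to 3 µM Δ7-dafachronic acid high control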
NPR2 activator – GC-B (human) receptor activation | P20594 | HEK293-GC-B cells, CNP EC30, cGMP TR-FRET; 0% at EC30 CNP, 100% saturating CNP | activation, % at 10 µM | 0.11% of 370,000 active;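 active means activation at 10 µM reaching about 35% in either raw or pattern-adjusted values, limit read from the data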
hgDAF12 agonist – agonists of H. glycines DAF-12 nuclear receptor; HEK293 GAL4-hgDAF12 UAS-luciferase reporter, agonist luminescence; normalized to butyrate control; activation, % at 6.8 µM; 1.8% of 370,000 active; AID 687014;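 active means activation above a cutoff set at the mean of all screened compounds plus 3 SD, cut at about 10% in these data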;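 further: 0% = DMSO wells and 100% = sodium butyrate wells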
ssDAF12 agonist – activates DAF-12 receptor from parasite S. stercoralis | HEK293 ssDAF-12/GRIP1 lit1-tk-luc reporter, luminescence; % of 3 µM dafachronic acid response | activation, % at 6.8 µM | 1% of 370,000 active | AID 652126;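 active means activation above the mean over all tested compounds plus 3 SD, cut at about 0.9% in these data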;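 further: 0% = DMSO-only wells and 100% = 3 µM delta7-dafachronic acid wells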
DAX1 inh-1 – NR0B1 (DAX1) inhibition. HEK293 Gal4-DAX1 luciferase reporter, luminescence. inhibition, % at 6.75 µM. 0.99% of 340,000 active. AID 504766;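 active means inhibition above the mean over all tested compounds plus 3 SD, cut at about 4.2% in these data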;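 further: 0% = DAX1-transfected cells with DMSO and 100% = empty-vector control cells with DMSO; inhibition shows as a rise in luminescence from relieved DAX1 repression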
DAX1 inh-2 – blocks DAX1 repression of SF-1 activated StAR promoter. 1.1% of 370,000 active. inhibition, % at 6.8 µM. AID 652010. HEK293T StAR-luciferase reporter, SF-1/DAX-1 repression relief;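 active means inhibition above the mean over all tested compounds plus 3 SD, cut at about 3.6% in these data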;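 further: 0% = DAX-1 cells with DMSO and 100% = cells lacking DAX-1 with DMSO; higher inhibition means more luminescence from relief of DAX-1 repression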
SMARCA2 act – SMARCA2 function activation, primary screen; MG213 cells, MMTV-luciferase reporter, dexamethasone, overnight; 1% of 370,000 active; AID 652017; activation, % at 9.1 µM; in the data active means activation above about 7.8%;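 further: 0% = vehicle wells and 100% = reference activator wells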
GC-A act – GC-A (human) enzyme activation; HEK293 GC-A cells, cGMP TR-FRET, EC30 ANP; 0% at EC30 ANP, 100% saturating ANP; activation, % at 10 µM; 0.14% of 370,000 active; in the data active means activation above about 40%
Target sequence (P16066 whole entry, looked up): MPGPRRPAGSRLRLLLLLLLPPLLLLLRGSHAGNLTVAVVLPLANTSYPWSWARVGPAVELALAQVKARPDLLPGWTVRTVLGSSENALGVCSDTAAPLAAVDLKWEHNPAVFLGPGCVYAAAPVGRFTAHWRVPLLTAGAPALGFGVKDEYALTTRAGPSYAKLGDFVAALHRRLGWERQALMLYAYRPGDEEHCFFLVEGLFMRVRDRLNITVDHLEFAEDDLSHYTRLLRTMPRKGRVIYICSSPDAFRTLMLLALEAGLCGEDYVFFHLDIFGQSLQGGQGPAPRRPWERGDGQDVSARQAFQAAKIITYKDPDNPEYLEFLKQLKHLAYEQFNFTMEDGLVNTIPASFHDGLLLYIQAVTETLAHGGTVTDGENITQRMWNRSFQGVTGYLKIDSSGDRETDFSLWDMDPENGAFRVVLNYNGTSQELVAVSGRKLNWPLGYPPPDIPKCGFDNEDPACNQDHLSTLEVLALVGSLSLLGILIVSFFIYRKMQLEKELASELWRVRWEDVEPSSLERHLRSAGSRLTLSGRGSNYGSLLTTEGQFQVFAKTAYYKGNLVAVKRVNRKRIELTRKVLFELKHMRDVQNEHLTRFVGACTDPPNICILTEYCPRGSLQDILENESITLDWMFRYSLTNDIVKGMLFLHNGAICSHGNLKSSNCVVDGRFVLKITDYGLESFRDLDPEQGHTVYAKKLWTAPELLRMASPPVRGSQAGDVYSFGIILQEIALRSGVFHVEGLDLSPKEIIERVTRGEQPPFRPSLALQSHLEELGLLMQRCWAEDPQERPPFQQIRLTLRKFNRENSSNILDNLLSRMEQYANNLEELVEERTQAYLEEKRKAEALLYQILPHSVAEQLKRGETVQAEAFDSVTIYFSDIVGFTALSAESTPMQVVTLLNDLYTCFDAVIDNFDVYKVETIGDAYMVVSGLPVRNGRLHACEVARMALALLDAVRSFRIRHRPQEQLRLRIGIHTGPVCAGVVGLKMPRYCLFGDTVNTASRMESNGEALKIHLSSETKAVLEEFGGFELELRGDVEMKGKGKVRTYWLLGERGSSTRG
* hit, by the source's call; x = not tested or not shown.

SMILES | proKLK7 act | FXN GAA850 act | sPLA2-III inh | hcDAF12 agonist | NPR2 activator | hgDAF12 agonist | ssDAF12 agonist | DAX1 inh-1 | DAX1 inh-2 | SMARCA2 act | GC-A act
O=C(c1c(F)cccc1F)N1CCN(c2ncc(Br)cn2)CC1 | 0.6 | 1.8 | 0 | -1.8 | -3 | -0.4 | -1.0 | -0.3 | 0.0 | 0 | 1
O=C1c2ccc([N+](=O)[O-])cc2C(=O)N1c1ccc([N+](=O)[O-])cn1 | 0.3 | 3.9 | 11 | -0.3 | 1 | -1.8 | -1.2 | -0.2 | -0.3 | -2 | -5
CCCNC(=O)C1(C)CCN(C(=O)C2(c3ccc(Cl)cc3)CCCC2)C1 (stereo unspecified) | -0.5 | -1.7 | 0 | -0.6 | -6 | -1.6 | -1.7 | x | 0.9 | 1 | -6
COCCNC(=O)C1(C)CCCN(Cc2cc(C(F)(F)F)ccc2Cl)C1 (stereo unspecified) | -0.9 | 1.2 | 10 | 0.1 | 1 | 0.8 | -1.0 | x | -0.4 | -5 | -1
CCc1ccc(/C=C2/C(=O)N(CC)C(=S)N2C)s1 | 0.1 | 4.2 | -2 | 1.2 | -1 | 0.6 | -1.1 | -2.0 | -0.7 | 7 | 8
CCC(C)C(=O)Nc1nnc(SCC(=O)NC2CCCCC2)s1 (stereo unspecified) | 0.0 | -0.2 | 1 | -2.4 | 1 | 1.9 | -0.1 | -0.4 | -0.2 | -2 | 1
COCCN(C(=O)c1ccc2c(c1)C(=O)N(c1ccccc1Cl)C2=O)c1c(N)n(CC(C)C)c(=O)[nH]c1=O | -0.1 | 0.2 | 9 | -0.1 | -1 | -1.0 | -0.7 | 0.0 | -0.3 | -1 | -2
O=C(Cn1c2c(c(=O)n3ncnc13)CCC2)N/N=C/c1cccs1 | 0.7 | 1.0 | 0 | -2.9 | 1 | -1.2 | -1.6 | x | -0.2 | 1 | 0
O=C(CN1CCN(S(=O)(=O)N2CCCCC2)CC1)Nc1cc(Cl)ccc1Cl | 0.3 | 1.0 | 5 | -0.6 | -2 | -2.9 | -0.7 | -1.2 | 0.0 | -1 | -2
O=C(COC(=O)c1cnccn1)Nc1ccc(Cl)cc1C(F)(F)F | 0.8 | 0.8 | -1 | 0.2 | 8 | 3.4 | -0.3 | -0.3 | -4.3 | -2 | 2
CN(C1CCCC1)C1CCN(C(=O)CNC(=O)/C=C/c2ccc(F)cc2)CC1 | -0.2 | -0.7 | 1 | 0.2 | 2 | -0.8 | -0.9 | -0.4 | -0.3 | 1 | 3
CC(C)(O)C#Cc1ccc(CN2CCN(CCc3ccccc3)C(CCO)C2)s1 (stereo unspecified) | 0.0 | 1.9 | -1 | -0.7 | -5 | -1.2 | -1.2 | -0.5 | -0.5 | -1 | 3
COc1cccc(CNC(=O)Cn2nc(C)c([N+](=O)[O-])c2C)c1 | 0.1 | -0.5 | 0 | -1.3 | 6 | -1.6 | -1.4 | 1.6 | 0.2 | 0 | 1
CCCCN(C(=O)c1ccc(NC2CC2)c([N+](=O)[O-])c1)c1c(N)n(CCCC)c(=O)[nH]c1=O | 0.4 | -0.5 | -1 | -1.5 | 0 | -1.5 | -0.6 | -0.8 | -0.9 | -1 | -2
CC(C)(C)Nc1nc(SCC(=O)Nc2ccccc2Cl)nc(N2CCOCC2)n1 | 0.3 | 6.4 | 5 | -2.2 | -1 | -2.4 | -0.7 | 0.0 | -1.9 | -2 | -2
C/C(=N/NC(=O)Cc1cc(=O)[nH][nH]1)c1ccc([N+](=O)[O-])cc1 | 0.6 | 1.2 | 9 | -0.8 | 0 | -1.5 | -0.8 | 0.1 | 0.5 | -2 | 13
Cc1onc(-c2ccccc2Cl)c1C(=O)N1CCN(C=O)CC1 | -1.0 | -0.7 | 2 | -0.3 | 1 | 2.3 | -0.3 | 0.4 | 3.2 | -2 | 3
CCn1c2ccccc2c2cc(/C=N/n3cnnc3)ccc21 | -13 | -11 | -11 | -2.3 | -8 | -3.2 | -2.2 | -1.6 | -2.4 | 2 | -9
CCCC(=O)NCCCc1nc2ccccc2[nH]1 | -0.3 | 0.0 | 0 | 2.0 | -3 | 3.5 | -0.4 | 0.9 | 0.9 | -2 | 4
CCOC(=O)CSc1nnc(CNC(=O)c2ccc(OC)cc2)n1Cc1ccccc1 | 0.5 | -3.8 | 0 | -1.5 | 4 | 2.6 | -0.7 | -0.6 | -0.1 | 1 | 3
Cc1ccc2nc(C)cc(SCC(=O)N/N=C/c3ccco3)c2c1 | -0.2 | 2.0 | -6 | -0.3 | -5 | -3.1 | -1.8 | -0.1 | -0.2 | -2 | -3
Cc1cccc(C(=O)OCC(=O)NCc2ccc(Cl)cc2)c1 | 0.1 | 1.1 | 3 | -1.6 | -10 | -0.6 | -1.9 | 2.3 | 0.0 | -3 | -2
CC1(C)Cc2c(sc3nc[nH]c(=O)c23)CO1 | 0.6 | 0.7 | 13 | -0.3 | 5 | -0.8 | -0.8 | -0.7 | -0.3 | -2 | 3
CCCN(CC(=O)Nc1ccccc1OC)C(C)C(=O)NC(C)CCc1ccccc1 (stereo unspecified) | -0.4 | 0.6 | 2 | -1.3 | -13 | -1.6 | -1.2 | -1.1 | -0.2 | -3 | -22
CCOc1cc(C2NC(=O)NC(C)=C2C(=O)OCc2ccccc2)ccc1O (stereo unspecified) | -0.5 | 2.7 | -11 | -2.8 | 0 | -2.8 | -1.6 | -1.1 | -0.1 | -4 | 3
O=C(COC(=O)Cn1cnc2ccccc2c1=O)NNC(=O)c1ccc(Br)cc1 | 0.2 | 1.4 | -11 | -0.2 | -5 | 2.5 | -0.6 | 0.8 | -0.5 | 1 | 0
NC(=O)C1CC(=O)N(c2ccc(OCc3ccc(F)cc3)cc2)C1 (stereo unspecified) | -0.1 | 4.8 | 0 | 0.7 | 2 | 9.8 | 0.0 | 4.7* | 1.4 | 6 | 12
Cc1ccc(NC(=O)CN(C)C(=O)c2cn(Cc3ccccc3)nc2-c2cccnc2)cc1 | -0.2 | -1.9 | -4 | -0.7 | 0 | -3.1 | -1.4 | 0.6 | -1.4 | 3 | 0
C=CCS(=O)(=O)c1nc2ccccc2s1 | -0.1 | -3.1 | -7 | -0.9 | 9 | 1.7 | -1.1 | -0.3 | -0.5 | 6 | 7
CCCCCOc1ccc(C(=O)CCC(=O)NNC(=O)c2ccncc2)cc1 | 0.2 | -0.3 | -22 | -0.2 | 0 | 0.0 | -0.9 | 0.5 | -1.1 | 1 | 2
COc1ccc(CCN(C)C2CCCN(S(=O)(=O)C(C)C)C2)cc1OC (stereo unspecified) | -0.7 | -0.1 | -1 | 0.8 | 5 | -0.5 | -0.9 | 0.0 | -0.5 | 1 | 0
Cc1cc(C)cc(OCCCN2CCC(C(O)(c3ccccc3)c3ccccc3)CC2)c1 | 0.2 | x | -22 | -1.4 | -4 | 1.5 | -0.5 | x | -0.3 | -1 | -6
N#Cc1cc2ccc(N3CCOCC3)cc2cc1C#N | 34* | 1.2 | 1 | -2.7 | -5 | -2.8 | -0.6 | -0.9 | -1.9 | -3 | 1
Nc1ncn(CC(=O)c2ccccc2)n1 | 0.0 | 2.4 | -7 | -2.7 | -1 | 2.6 | -0.8 | -1.4 | 0.2 | 1 | 2
COc1ccc(CN(C)C(=O)Cc2ccsc2)c(OC)c1OC | -0.7 | 1.3 | 1 | -1.9 | 3 | -0.8 | -0.9 | -1.3 | -0.1 | -4 | 3
CSc1ncccc1C(=O)Nc1cc(Cl)ccc1N1CCOCC1 | 0.5 | 1.0 | -8 | -1.3 | -5 | -2.7 | -1.5 | 0.5 | -0.8 | 2 | 1
CC(C)Sc1nnc(NC(=O)C2CC2)s1 | 0.8 | 1.2 | -3 | 0.2 | 3 | 2.1 | -1.4 | 1.1 | 2.1 | 5 | 1
CCCc1c(C)nc(N2CCN(c3cccc(OC)c3)CC2)[nH]c1=O | 0.1 | -1.6 | 2 | -1.2 | -3 | 1.9 | -1.9 | 1.2 | 0.3 | 0 | -3
COc1cccc(C2c3c(ncn(-c4ccccc4)c3=N)Oc3ccc4ccccc4c32)c1 (stereo unspecified) | x | x | -9 | -0.1 | -16 | 3.5 | -1.4 | x | x | x | -23
Cc1c(CN(C)C)c2c(n1C)C(=O)c1ccc(Br)cc1-2 | -0.2 | 11* | 5 | -1.5 | -15 | 0.0 | -2.0 | 0.6 | 0.3 | 7 | -13
O=C(NCCC1CCCCN1S(=O)(=O)c1ccccc1)C(=O)NCC1CCCO1 (stereo unspecified) | 0.0 | 1.2 | 4 | -0.5 | 2 | -0.6 | -1.0 | -0.3 | 1.0 | -1 | -1
Cc1ccc(S(=O)(=O)N2CCCCC2)cc1C(=O)OCC(=O)N1c2ccccc2NC(=O)C1(C)C | 0.5 | 0.5 | 8 | -1.1 | 11 | 1.2 | -0.3 | -0.9 | -0.2 | -2 | -1
COc1ccc(-c2ccc(N(C)C)cc2)cc1[C@H]1[C@H]2C=CC[C@@H](C)[C@@H]2C(=O)N1Cc1ccccc1 | 0.3 | 1.1 | 16 | -0.6 | 0 | 6.5 | -1.0 | 0.6 | 0.4 | -1 | -2
COc1ccccc1C1CC(=O)NC(C)=C1C(=O)OCC(C)C (stereo unspecified) | -0.3 | -0.5 | -5 | -1.5 | -3 | -2.0 | -1.2 | 0.0 | -0.4 | 1 | -4
CCOc1ccc(C2NC(=O)c3ccccc3O2)cc1OCC (stereo unspecified) | -1.8 | 3.5 | -3 | -1.4 | -2 | -0.1 | -1.0 | 1.4 | -0.6 | -3 | -2
O=C(CCn1[nH]c(=O)c2ccccc2c1=O)NCCO | 1.8 | -0.9 | -6 | 2.2 | -6 | 0.0 | -1.3 | -1.5 | -0.6 | -3 | 0
CC(C)CN=Cc1c(O)c([N+](=O)[O-])cc2oc3c(c12)CCCC3 | 0.1 | 1.7 | 16 | -0.8 | -9 | 3.0 | -1.6 | -0.9 | 0.2 | -2 | 2
CC1=C(C(=O)OCC(C)C)C(c2ccc(Br)s2)NC(=O)N1 (stereo unspecified) | 0.0 | 3.1 | -6 | -0.4 | -7 | -7.8 | -1.3 | 0.6 | -0.5 | -2 | -35
CCOC(=O)Cc1csc(NC(=O)CSc2nnc(Cc3csc(N)n3)n2C)n1 | 0.4 | 1.7 | -5 | -1.1 | 3 | -0.5 | -1.1 | -0.6 | -0.4 | 2 | 2
Cc1ccc(NS(=O)(=O)c2ccc(C)c(C(=O)NCC(c3ccccc3)N(C)C)c2)cc1 (stereo unspecified) | 0.3 | -1.2 | -12 | -2.0 | -1 | 2.7 | 0.7 | 0.8 | -1.4 | 1 | -1
COCc1cc(CN2CCCC(C(=O)Nc3cccc(-n4cnnn4)c3)C2)ccc1OC (stereo unspecified) | 0.5 | -0.8 | -3 | -2.4 | 12 | -1.6 | -1.3 | -0.3 | -1.9 | 6 | -4
